Bioassay records: PubChem BioAssay, several laboratories
SMARCA2 activ: SMARCA2 function activation, primary screen; MG213 cells, MMTV-luciferase reporter, dexamethasone, overnight; AID 652017; activation, % at 9.1 µM; 1% of 370,000 active; in the data active = activation above about 7.8%;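 also: 0% = vehicle wells and 100% = reference activator wells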
GC-B act: GC-B (human) receptor activation; 0.11% of 370,000 active; AID 1920062; HEK293-GC-B cells, CNP EC30, cGMP TR-FRET; 0% at EC30 CNP, 100% saturating CNP; P20594; activation, % at 10 µM;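 active = activation at 10 µM reaching about 35% in either raw or pattern-adjusted values, limit read from the data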
ASAP1 inh: ASAP1 ArfGAP inhibition | Q9ULH1 | ASAP1-stimulated ARF1 GTP hydrolysis, GDP FP detection | inhibition, % at 16.5 µM | 0.19% of 360,000 active | AID 624377; in the data active = inhibition above about 25%;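 also: 0% = vehicle with enzyme and substrate and 100% = no enzyme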
Target sequence (Q9ULH1 325-724 limits assumed): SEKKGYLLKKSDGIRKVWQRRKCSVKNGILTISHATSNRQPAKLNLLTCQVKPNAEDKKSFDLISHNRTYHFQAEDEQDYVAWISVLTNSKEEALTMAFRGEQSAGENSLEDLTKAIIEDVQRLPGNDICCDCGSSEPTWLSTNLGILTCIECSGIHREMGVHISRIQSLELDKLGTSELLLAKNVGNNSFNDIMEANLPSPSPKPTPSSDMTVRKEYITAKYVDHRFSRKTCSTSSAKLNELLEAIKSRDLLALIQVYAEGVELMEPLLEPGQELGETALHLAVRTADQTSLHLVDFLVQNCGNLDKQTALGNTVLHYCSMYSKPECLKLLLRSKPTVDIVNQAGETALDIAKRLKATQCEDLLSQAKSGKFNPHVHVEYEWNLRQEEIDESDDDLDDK
GC-A act: GC-A (human) enzyme activation; activation, % at 10 µM; HEK293 GC-A cells, cGMP TR-FRET, EC30 ANP; 0% at EC30 ANP, 100% saturating ANP; 0.14% of 370,000 active; AID 1671463; P16066; in the data active = activation above about 40%
mABHD4 FP: inhibitors of mouse ABHD4; Q8VD66; purified mABHD4, FP-Rh probe fluorescence polarization; inhibition, % at 8.92 µM; 0.54% of 370,000 active; AID 720543;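 active = inhibition exceeding the mean over every tested compound plus 3 SD, cut at about 30% in these data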;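 also: 0% = plate median of compound wells and 100% = S159A mutant with DMSO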
Target sequence (Q8VD66 whole entry, looked up): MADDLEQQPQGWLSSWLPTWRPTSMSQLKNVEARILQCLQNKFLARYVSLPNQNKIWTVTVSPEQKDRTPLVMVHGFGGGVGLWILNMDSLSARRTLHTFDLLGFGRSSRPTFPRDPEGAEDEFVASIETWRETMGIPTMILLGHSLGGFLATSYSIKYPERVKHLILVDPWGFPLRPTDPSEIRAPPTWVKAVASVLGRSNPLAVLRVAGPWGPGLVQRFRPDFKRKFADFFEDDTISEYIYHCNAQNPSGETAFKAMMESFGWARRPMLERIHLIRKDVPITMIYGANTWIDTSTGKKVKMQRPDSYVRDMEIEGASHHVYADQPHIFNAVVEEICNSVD
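system = mouse ABHD4 enzyme, wild type | medium = HEPES pH 7.0, NaCl, Pluronic buffer | also added = FP-Rh probe | incubation = Enzyme–compound pre-incubation 45 min, then probe 60 min, both 25 °C | technique = fluorescence polarization, excitation 525 nm, emission 598 nm, BODIPY TMR filters | controls = S159A mutant high control, sample median low control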
HTRA1 inh: HTRA1 (human) protease inhibition; Q92743; 0.5% of 340,000 active; recombinant HTRA1, FP-rhodamine activity-based probe, fluorescence polarization; inhibition, % at 5.96 µM; in the data active = inhibition above about 36%;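 also: 0% = enzyme with DMSO and 100% = wells lacking enzyme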
rCAG RNA binder: molecules binding r(CAG) RNA repeats. r(CAG) RNA repeat, TO-PRO-1 dye displacement fluorescence. inhibition, % at 3 µM. 1.3% of 370,000 active;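 active = inhibition above the plate cutoff, the mean of all test compounds on that plate plus 3 SD, cut at about 35% in these data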;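 also: 0% = DMSO alone and 100% = 100 µM mitoxantrone as full dye displacement; higher means more dye released from RNA so lower well fluorescence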
PG9 Ab binder: binds the HIV-1 gp120 antibody PG9; TR-FRET gp120-PG9 antibody binding; inhibition, % at 6.7 µM; 0.43% of 360,000 active; in the data active = inhibition above about 8.5%
ARFGAP1 inh: inhibits rat ARF GTPase activating protein 1; 0.26% of 360,000 active; Arfgap1-stimulated ARF1 GTP hydrolysis, GDP FP detection; inhibition, % at 16.5 µM;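 active = inhibition above a per-plate limit, mean inhibition of low control wells plus 3 SD, cut at about 25% in these data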;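 also: 0% = DMSO wells with enzyme and 100% = wells lacking Arfgap1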
Target sequence (Q62848 1-136 limits assumed): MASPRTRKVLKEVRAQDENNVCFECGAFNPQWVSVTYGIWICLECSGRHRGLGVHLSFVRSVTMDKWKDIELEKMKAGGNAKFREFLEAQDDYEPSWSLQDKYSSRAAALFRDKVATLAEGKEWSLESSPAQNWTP
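Material: rat Arfgap1 GAP domain (His6, aa 1-136), purified enzyme. Also added: human ARF1(Δ1-17)-GTP substrate. Compound dosing: 16.5 µM single point, 1.26% DMSO. Timing: enzyme reaction 120 min at 25 °C after 20 min preincubation. Signal: GDP detection by fluorescence polarization. Read-out basis: percent inhibition of GAP-stimulated GDP formation, scaled between DMSO and no-Arfgap1 medians.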
NR1D1 modulator: modulators of human Rev-erb alpha DNA binding; P20393; Rev-erbα–FITC-DNA binding, fluorescence polarization, 90 min; activity, % at 10 µM; 0.79% of 370,000 active;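 active = activity above about 14%, limit read from the data; passing the limit was not always enough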;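 also: 0% = DMSO wells with 35 nM protein and 100% = DMSO wells with 750 nM protein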
An asterisk follows results filed as active; . = no result given. An unsorted share of the library; 4.4% or so of the library scored in one or more.

The opening 16 records (preview)
SMILES	SMARCA2 activ	GC-B act	ASAP1 inh	GC-A act	mABHD4 FP	HTRA1 inh	rCAG RNA binder	PG9 Ab binder	ARFGAP1 inh	NR1D1 modulator
CCOC(=O)N1CCC(NC(=O)C(Cc2ccccc2)NC(=O)c2ccco2)CC1 (configuration not stated)	1	8	-3	2	-2	2	-6	2.5	-3	7
O=C(Cn1[nH]c(=O)c2ccccc2c1=O)OCC(=O)c1ccc(F)c(F)c1	-1	-2	6	1	1	0	2	-0.7	2	0
O=C(O)c1ccccc1NC(=O)c1ccccc1Nc1ccccc1	0	-3	11	8	17	-38	83*	0.4	-9	-7
CCOc1ccc(NC(=O)Cn2nnc(C(=O)NCc3ccco3)c2N)cc1	-4	0	-6	-7	9	-12	5	-2.2	0	-6
O=C(Cc1csc(Nc2nc(=S)[nH]c3ccccc23)n1)NCc1ccccc1Cl	2	-2	4	1	-9	-8	6	1.9	4	2
CC1(C(=O)N2CCCCC2)CCN1C(=O)c1ccccc1CCc1ccccc1 (configuration not stated)	-5	2	2	-2	1	.	0	0.3	2	1
Cc1cc(-c2ccc(S(=O)(=O)N3CCCCC3)s2)on1	1	-1	8	0	2	-4	-2	-0.8	5	10
O=C(Nc1ccc(Cl)c(Cl)c1)Nc1nc(-c2ccccc2)cs1	-2	3	-14	-6	9	-14	24	0.6	-2	2
CCC(=O)Nc1ccc2c(c1)ncn2-c1ccc(OC)cc1	2	.	-1	.	0	5	-2	0.7	-3	.
N#Cc1ccccc1Sc1ccccc1C(=O)OCC(N)=O	1	0	12	-2	-13	4	-2	0.7	0	-1
COc1ccccc1-c1cc(=O)c2c(O)ccc([N+](=O)[O-])c2o1	0	-11	1	-1	2	-3	-1	-1.0	6	3
O=C(COC(=O)C1CCN(c2ccc(C(F)(F)F)cn2)CC1)Nc1ncc(Cl)cc1Cl	1	-1	-5	-5	4	3	4	0.2	-7	-3
O=C(CCC(=O)OCC(=O)c1ccc(Br)cc1)Nc1cccc2cccnc12	3	1	3	-3	-13	0	3	2.2	-2	5
O=C1O[C@@H](c2ccccc2)C[C@@H](O)[C@H](O)CCCc2ccccc21	-3	-9	-6	-8	1	.	2	-1.1	-8	-5
COc1ccc(S(=O)(=O)N2CCOCC2)cc1NC(=O)C1CC1	1	6	3	3	-1	-2	0	-0.9	6	5
COC(=O)CNC(=O)C(NC(=O)c1ccc(Cl)cc1)C(C)C (configuration not stated)	-2	-1	15	7	-6	8	0	-0.4	-4	2

The listing, from the first entry:
SMILES	SMARCA2 activ	GC-B act	ASAP1 inh	GC-A act	mABHD4 FP	HTRA1 inh	rCAG RNA binder	PG9 Ab binder	ARFGAP1 inh	NR1D1 modulator
CCOC(=O)N1CCC(NC(=O)C(Cc2ccccc2)NC(=O)c2ccco2)CC1 (configuration not stated)	1	8	-3	2	-2	2	-6	2.5	-3	7
O=C(Cn1[nH]c(=O)c2ccccc2c1=O)OCC(=O)c1ccc(F)c(F)c1	-1	-2	6	1	1	0	2	-0.7	2	0
O=C(O)c1ccccc1NC(=O)c1ccccc1Nc1ccccc1	0	-3	11	8	17	-38	83*	0.4	-9	-7
CCOc1ccc(NC(=O)Cn2nnc(C(=O)NCc3ccco3)c2N)cc1	-4	0	-6	-7	9	-12	5	-2.2	0	-6
O=C(Cc1csc(Nc2nc(=S)[nH]c3ccccc23)n1)NCc1ccccc1Cl	2	-2	4	1	-9	-8	6	1.9	4	2
CC1(C(=O)N2CCCCC2)CCN1C(=O)c1ccccc1CCc1ccccc1 (configuration not stated)	-5	2	2	-2	1	.	0	0.3	2	1
Cc1cc(-c2ccc(S(=O)(=O)N3CCCCC3)s2)on1	1	-1	8	0	2	-4	-2	-0.8	5	10
O=C(Nc1ccc(Cl)c(Cl)c1)Nc1nc(-c2ccccc2)cs1	-2	3	-14	-6	9	-14	24	0.6	-2	2
CCC(=O)Nc1ccc2c(c1)ncn2-c1ccc(OC)cc1	2	.	-1	.	0	5	-2	0.7	-3	.
N#Cc1ccccc1Sc1ccccc1C(=O)OCC(N)=O	1	0	12	-2	-13	4	-2	0.7	0	-1
COc1ccccc1-c1cc(=O)c2c(O)ccc([N+](=O)[O-])c2o1	0	-11	1	-1	2	-3	-1	-1.0	6	3
O=C(COC(=O)C1CCN(c2ccc(C(F)(F)F)cn2)CC1)Nc1ncc(Cl)cc1Cl	1	-1	-5	-5	4	3	4	0.2	-7	-3
O=C(CCC(=O)OCC(=O)c1ccc(Br)cc1)Nc1cccc2cccnc12	3	1	3	-3	-13	0	3	2.2	-2	5
O=C1O[C@@H](c2ccccc2)C[C@@H](O)[C@H](O)CCCc2ccccc21	-3	-9	-6	-8	1	.	2	-1.1	-8	-5
COc1ccc(S(=O)(=O)N2CCOCC2)cc1NC(=O)C1CC1	1	6	3	3	-1	-2	0	-0.9	6	5
COC(=O)CNC(=O)C(NC(=O)c1ccc(Cl)cc1)C(C)C (configuration not stated)	-2	-1	15	7	-6	8	0	-0.4	-4	2
Cc1ccccc1OCc1nc2ccccc2c(=O)n1N	5	1	0	-3	-2	-2	-8	0.2	0	-4
Cc1ccc(S(=O)(=O)N2CCN(C(=O)CNC(=O)c3sc4ccccc4c3Cl)CC2)cc1	-2	-3	-10	-3	8	-3	8	-0.3	-1	23*
Cc1ccc(CSCCNC(=O)CCSc2ccccc2)cc1	0	-8	-6	8	-6	-17	-2	1.7	8	2
Cc1ccccc1-c1cc2nc(NCCOc3ccccc3Cl)n(C)c(=O)c2s1	-4	-2	4	0	-19	.	7	-1.7	7	8
Cc1ccc(NS(=O)(=O)c2ccc(C)c(C(=O)N3CCN(C)CC3)c2)cc1	1	0	-20	1	-6	-1	4	0.1	-5	1
COc1ccccc1NC(=O)OCCCN1CCC2(CCC(C)CC2)C1=O (configuration not stated)	-1	-5	.	1	2	.	0	.	.	-3
Cc1nc(NC(=O)C(C)(C)C)sc1C(=O)Cn1cc(-c2ccc(C(C)(C)C)cc2)nn1	-4	-4	-2	-3	1	.	10	4.5	-20	-3
Cn1c(=O)oc2cc(S(=O)(=O)NCc3ccc(Cl)cc3)ccc21	0	4	-3	0	-1	0	1	1.1	-5	-2
O=C(NCCCn1ccnc1)c1ccc2nccnc2c1	0	-3	-12	-1	0	2	1	-1.2	0	-4
COC(=O)c1ccc(CSc2nc3c(c(=O)n2-c2ccccc2)SCC3)o1	-1	7	-12	3	2	-6	6	-0.9	-4	3
CC(=O)N(C)C[C@@H]1OCc2ccccc2-c2c(n(C)c3ccccc23)C(=O)N([C@@H](C)CO)C[C@@H]1C	-3	-1	2	0	-2	.	3	0.9	10	-1
CC(OC(=O)CN1C(=O)c2ccccc2C1=O)C(=O)NC1CCCCC1 (configuration not stated)	-2	-2	-5	3	6	6	-1	-0.5	13	0
Cc1cccc(/C(N)=N/OC(=O)N2CCOCC2)c1	2	-2	7	1	-11	1	4	-1.0	9	2
Nc1cc(OC(=O)c2ccc(F)cc2)nn1S(=O)(=O)c1ccccc1	-1	6	-5	22	3	6	2	-2.4	-6	-7
O=C(O)c1ccc(Cl)cc1NC(=O)C1CCN(S(=O)(=O)c2cccs2)CC1	-3	0	5	1	-3	-11	39*	-0.7	7	-4
COC(=O)C1=C(C)N(C)C(=NCc2ccc(OC)cc2)NC1c1ccccc1C(F)(F)F (configuration not stated)	-1	-12	-16	-2	5	.	7	-0.5	7	0
O=C1c2c(O)cc(O)cc2O[C@@]12c1c(cc(O)c3c1O[C@H](c1ccc(O)cc1)[C@@H](O)C3)O[C@@H]2c1ccc(O)cc1	-1	4	-8	2	-3	14	20	-1.5	5	2
C=CCS(=O)(=O)N1CCCC(N(C)CCc2ccc(OC)c(OC)c2)C1 (configuration not stated)	2	3	2	3	-2	-2	-3	-3.8	12	0
Cc1sc2ncn(CC(=O)Nc3c(F)cccc3F)c(=O)c2c1S(=O)(=O)N1CCC(C)CC1	0	-1	-5	1	-5	3	-1	-1.9	-7	2
CCOC(=O)C1(Cc2ccccc2C(F)(F)F)CCN(C2CCN(C(C)C)CC2)CC1	3	3	0	6	9	25	-9	1.4	10	-4
O=C(CNC(=O)c1ccccc1)OCc1nc2ccccc2s1	14*	-6	1	-2	0	0	2	-2.7	1	0
Cc1cc(-c2ccc(S(=O)(=O)N3CCN(c4ccc(F)cc4)CC3)s2)on1	-2	-1	8	-6	-2	2	3	1.2	9	-4
O=C(NC1CCCCC1)/C(=N\O)c1ccccn1	7	1	-11	1	7	-4	0	-1.6	-1	-2
CN(C(=O)COc1cc(C(F)(F)F)nn1C)c1ccccc1	-3	3	1	2	-1	4	-5	0.3	7	4
COc1ccc(NC(=O)Cc2nnc(SCC(=O)Nc3ccc(F)cc3)n2C)cc1	3	5	-4	1	3	6	2	-0.3	-6	4
Cc1ccc(Sc2nc([N+](=O)[O-])nn2C)cc1	2	0	-4	2	0	3	4	-0.8	-7	2
O=C(CCCOc1ccc(Cl)cc1)NC1CCCCC1	-3	-4	3	6	-5	-2	-9	0.3	-8	-4
COc1ccc(NC(=O)CC2SC(N3CCCC3)=NC2=O)cc1Cl (configuration not stated)	4	4	7	1	-2	4	1	-0.5	3	9
Cn1c(SCC(=O)Nc2ccc(F)cc2)nnc1-c1cccnc1	-2	0	-5	0	5	5	0	0.6	-15	0
CCCCN(CC)C(=O)Cn1c(=O)sc2ccccc21	-2	7	-17	-2	-1	-2	-1	1.8	-1	-3
Cc1ccc(C(CC(=O)N2CCOCC2)c2ccco2)cc1 (configuration not stated)	1	-2	6	0	12	4	6	0.2	-6	-7
O=C(NCCc1ccc(Cl)cc1)C1CCC(=O)N1Cc1ccccc1Cl (configuration not stated)	-1	-12	0	-10	-4	5	-9	0.7	-7	-2
Cc1nc(S(=O)(=O)Cc2ccccc2Cl)nc2c1CCC2	4	-3	-2	-1	3	1	-3	-0.7	4	-5
O=C(CN1CCN(S(=O)(=O)c2cccc(F)c2)CC1)Nc1ccnn1C1CCCC1	1	-1	-15	1	-2	5	0	-0.5	-8	-8
CCc1nc(NCc2cccs2)c2nnn(Cc3ccccc3)c2n1	-4	0	18	2	5	-4	2	0.1	-1	-1
c1ccc(-c2nc3ccccc3n2C(c2ccccc2)c2nc3ccccc3[nH]2)cc1 (configuration not stated)	-1	-13	-9	-16	4	.	9	-1.2	-10	5
COc1ccc(OCc2cc(C(=O)NCC(C)(C)N3CCOCC3)no2)c(Cl)c1	-2	1	2	8	-3	0	-7	-1.0	-7	-2
CN(CC(=O)Nc1cccc(F)c1)C(=O)COc1cccc2c1OC(C)(C)C2	3	2	-2	0	-2	-6	-5	-1.8	-7	5
Brc1ccc(-c2nnc3sc(CNCc4ccc5c(c4)OCO5)cn23)cc1	-1	3	4	-3	-2	-7	2	-0.2	-9	1
